Screening results as filed in PubChem.
FXIa inh – blocks human coagulation factor XIa activity | 33,000 compounds, 0.3% hits | inhibition, % at 10 µM | purified human FXIa, fluorogenic AMC substrate cleavage | P03951 | AID 687;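 active = inhibition above 40% in the primary screen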;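 note: 0% = enzyme without compound and 100% = blank wells lacking enzyme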
FXIIa single – blocks human coagulation factor XIIa activity | inhibition, % at 10 µM | AID 701 | purified human FXIIa, AMC substrate fluorescence, 2 h | 33,000 compounds, 0.2% hits; in the data active = inhibition above about 30%;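 note: 0% = enzyme with vehicle only and 100% = no enzyme blank; many of its hits are not listed in these tables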
Target sequence (P00748 20-372 limits assumed): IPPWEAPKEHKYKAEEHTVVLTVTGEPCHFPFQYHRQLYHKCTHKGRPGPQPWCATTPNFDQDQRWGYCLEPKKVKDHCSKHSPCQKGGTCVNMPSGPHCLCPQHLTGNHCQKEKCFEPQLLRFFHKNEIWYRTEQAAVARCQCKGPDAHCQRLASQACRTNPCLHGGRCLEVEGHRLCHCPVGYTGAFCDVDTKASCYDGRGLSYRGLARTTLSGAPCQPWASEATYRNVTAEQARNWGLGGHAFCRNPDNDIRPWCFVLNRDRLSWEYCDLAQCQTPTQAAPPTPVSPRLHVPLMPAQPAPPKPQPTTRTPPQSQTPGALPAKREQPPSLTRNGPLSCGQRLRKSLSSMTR
Target sequence (P00748 373-615 limits assumed): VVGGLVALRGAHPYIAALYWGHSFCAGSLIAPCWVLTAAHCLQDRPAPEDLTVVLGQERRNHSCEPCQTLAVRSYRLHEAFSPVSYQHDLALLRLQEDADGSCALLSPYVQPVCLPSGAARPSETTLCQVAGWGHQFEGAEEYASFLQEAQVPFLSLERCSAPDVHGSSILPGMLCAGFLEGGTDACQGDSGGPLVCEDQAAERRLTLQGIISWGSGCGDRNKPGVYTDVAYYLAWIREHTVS
* hit, by the source's call.

SMILES	FXIa inh	FXIIa single
Cc1cccc(-n2c(=O)c(C#N)cc3c(=O)n4ccccc4nc32)c1	-46	-50
CCSc1nc2cc(OC)c(OC)cc2c(=O)n1CC	3	5
COC(=O)c1ccc(-n2c(C)nc(=O)c(-c3ccccc3)c2C)cc1	-1	6
Cc1sc2ncnc(OCC(=O)c3ccc(S(=O)(=O)N4CCCC4)cc3)c2c1C	5	6
COc1ccccc1C1(CC(=O)N2CCOCC2)CCOC(C(C)C)C1 (stereo unspecified)	-9	5
COc1c(N2CCN(C(=S)NCc3ccccc3)C(C)C2)c(F)cc2c(=O)c(C(=O)O)cn(C3CC3)c12 (stereo unspecified)	9	2
CC1CN(c2ccc(S(=O)(=O)N3CCOCC3)cn2)CC(C)O1 (stereo unspecified)	17	-13
CCOC(=O)c1c(-c2ccc(C)s2)csc1NC(=O)c1cccs1	9	1
O=c1c2c(nc3c(-c4cccc5ccccc45)c[nH]n13)CCC2	-8	0
CC(=O)Nc1ccc(N2C(C(C)=O)=NN(c3ccccc3)C2c2cccs2)cc1 (stereo unspecified)	4	10
CC1(C)NC(=O)N(CCCOc2ccccc2Br)C1=O	-7	20
CCOc1ccc(-n2c(COc3ccc(C)cc3)nnc2SCC(N)=O)cc1	-2	2
CN(C)CCn1c(=O)n(Cc2ccco2)c(=O)c2c3c(sc21)CCCCC3	1	9
CCOCCCNc1nc2c(c(=O)n(C)c(=O)n2C)n1CCCc1ccccc1	2	5
COc1cc(S(=O)(=O)N2CCC(c3nc4ccccc4s3)CC2)ccc1S(=O)(=O)NC1CCCC1	1	-17
CCOC(=O)C(NC(=O)c1ccccc1)=C1C=C(C)OC(C)=C1	1	1
COc1cccc(NC(=O)Cn2c(SCC(=O)N3CCOCC3)nc3ccccc32)c1	-6	25
Cc1cc(NS(=O)(=O)c2ccc(NC(=O)Cc3cccs3)cc2)no1	-2	-3
COc1ccc(NC(=O)CS(=O)CC(=O)Nc2ccc(OC)c(OC)c2)cc1 (stereo unspecified)	2	-8
COn1c(-c2ccccc2)nc2c1CCc1c-2no[n+]1[O-]	10	6
CCCCCCOc1ccc(OC(=O)c2ccncc2)cc1	5	5
O=c1c2ccccc2nnn1CSc1nnc(-c2cccnc2)n1-c1ccccc1F	-7	8
COc1ccc(CNC(=O)C(=O)NCC2CCCO2)cc1 (stereo unspecified)	-5	2
Nc1c(NCc2ccccc2)c(=O)[nH]c(=O)n1Cc1ccccc1	3	18
COc1cc(N=c2ssnc2Cl)c(OC)cc1Cl	3	4
CCCCNc1nc(CC(C)=O)ns1	-1	3
CCCNC(=O)N1CCC(C(=O)c2ccc(F)cc2)CC1	2	5
COC(=O)c1c(C)c(C)nc(N)c1C#N	-10	-11
Cc1cc(SCC(=O)Nc2ccccc2C)nc(C)n1	-13	-12
CCOC(=O)Nc1ccc2c(c1)OCO2	0	5
C=CCNC(=O)CSc1nc2cc(C(=O)OCC)ccc2n1CC	0	9
Cc1ccccc1OCC(O)Cn1c(NCc2ccco2)nc2c1c(=O)n(C)c(=O)n2C (stereo unspecified)	14	-1
Cc1onc(-c2ccccc2)c1C(=O)NCCc1ccc(S(N)(=O)=O)cc1	-4	-2
C=CCC1c2cccc(C(=O)O)c2C(=O)N1c1ccc(F)cc1 (stereo unspecified)	-4	6
Cc1ccc(NC(=O)CSc2nnc(Cn3cnc4ccccc43)o2)c(C)c1	5	3
O=C1c2cnccc2CN1Cc1ccccc1	1	5
CCOc1ccc(NC(=O)[C@@H](NC(=O)c2ccccc2)[C@@H](C)CC)cc1	2	-16
Cc1ccc2nc(SCC(=O)c3ccc4c(c3)OCO4)[nH]c2c1	7	8
O=C(O)CC1Sc2nc3ccccc3n2C1=O (stereo unspecified)	-13	-9
CCC(C)N(C(=O)CSc1nc(-c2ccccc2)cs1)C1CCS(=O)(=O)C1 (stereo unspecified)	3	5
CCOc1ccc(S(=O)(=O)Nc2ccc(C(=O)N/N=C(\C)c3ccc(-n4ccnc4)cc3)cc2)cc1	-6	0
Cc1ccc(-c2nc3c(cnn3-c3ccccc3)c(=O)o2)cc1	5	2
CCOC(=O)c1cc(-c2ccc(Cl)cc2)nc2onc(C)c12	2	3
CCn1c(N2CCN(C(=O)Nc3ccc(F)cc3)CC2)nc2ccccc21	3	3
O=C(CSc1ncn[nH]1)NC12CC3CC(CC(C3)C1)C2	-9	-10
CCN(c1ccccc1)S(=O)(=O)c1ccc(C(=O)Nc2nccs2)cc1	-13	18
O=C(c1cn(-c2ccccc2)nc1-c1cccs1)N1CCOCC1	-11	4
CN(C)S(=O)(=O)c1cccc(NC(=O)COC(=O)CCc2nc3ccccc3s2)c1	6	9
COc1ccc(C2C(=O)N(CCc3ccccc3)CC(=O)N2C2CCCCC2)cc1 (stereo unspecified)	0	8
CC1CC(C)CN(c2ccc(C(=O)OCC(=O)NC3CCCc4ccccc43)cc2[N+](=O)[O-])C1 (stereo unspecified)	-14	5
Cc1c(C(=O)N(C)C)sc2nc(-c3ccccn3)[nH]c(=O)c12	1	6
CCOC(=O)C1=C(C)NC(=O)NC1c1ccc(OC(=O)c2ccco2)cc1 (stereo unspecified)	5	3
COc1ccccc1N1CCN(C(=O)CSc2ccccc2)CC1	15	-10
O=C(CN1CCNCC1)Nc1ccc(Oc2ccccc2)cc1	27	-8
Oc1ccc2ccccc2c1/C=N/c1nccs1	26	-1
CCOc1ccc(Nc2nc(CC(=O)OC)cc(=O)[nH]2)cc1	1	3
O=C(Cc1ccc(Cl)cc1)Nc1ccccc1N1CCOCC1	-10	4
Cc1ccc(-c2nnn(CC(=O)N3CCCc4ccccc43)n2)cc1	2	8
O=C(CN1C(=O)c2ccccc2C1=O)Nc1ccccc1C(=O)NC1CCCCC1	-7	0
c1cncc(-c2nc(Oc3ccc(-c4nnco4)cc3)c3c4c(sc3n2)CCCC4)c1	-2	5

Carrying on:
SMILES	FXIa inh	FXIIa single
Cc1nnc(SCC(=O)Nc2ccc3c(c2)OCCO3)n1N	25	-13
CC(=O)c1cc2c(cc1NC(=O)CN1CCCCCCC1)OCO2	33	-14
CCOC(=O)CC1ON(C)C(=O)N1c1ccc(Cl)cc1Cl (stereo unspecified)	2	2
CCCCOC(=O)/C(=C\c1ccc([N+](=O)[O-])o1)NC(=O)c1ccccc1	2	5
CCOc1ccc2nc(NC(=O)CN3CCN(C)CC3)sc2c1	-5	0
Cc1cc(C(F)(F)F)nc(NCc2ccc(F)cc2)n1	-3	4
Cc1ccccc1-n1c(SCC(=O)N2CCOCC2)nc(O)cc1=O	16	7
CCn1nc(C(=O)O)c(=O)c2cc3c(cc21)OCO3	-14	-14
O=c1onc(-c2cccs2)n1Cc1ccccc1	-6	3
O=S(=O)(Nc1ccc2c(c1)nc1n2CCN(Cc2ccccc2)C1)c1ccccc1	-5	8
CC1=C(CC/C(C)=N/NC(N)=S)C(C)(C)CCC1	-1	1
CCC(C)n1c(=N)c(C#N)cc2c(=O)n3ccccc3nc21 (stereo unspecified)	-3	-16

Six compounds already listed, sorted by the number in FXIa inh, low to high:
SMILES	FXIa inh
CCn1nc(C(=O)O)c(=O)c2cc3c(cc21)OCO3	-14
CCOc1ccc2nc(NC(=O)CN3CCN(C)CC3)sc2c1	-5
CCC(C)n1c(=N)c(C#N)cc2c(=O)n3ccccc3nc21 (stereo unspecified)	-3
CC1=C(CC/C(C)=N/NC(N)=S)C(C)(C)CCC1	-1
Cc1ccccc1-n1c(SCC(=O)N2CCOCC2)nc(O)cc1=O	16
CC(=O)c1cc2c(cc1NC(=O)CN1CCCCCCC1)OCO2	33

Remaining list, next part:
SMILES	FXIa inh	FXIIa single
O=C1OCCC1Sc1nnc(-c2ccc(Br)cc2)o1 (stereo unspecified)	-5	2
CCCCCn1c(=O)c(Cc2ccccc2)c(O)c2ccccc21	-3	2
c1ccc2c(-c3nn4nnnc4c4ccccc34)cccc2c1	-3	14
COCCN1CCN(c2cc(-c3ccccc3)nc3cc(-c4cccc(F)c4)nn23)CC1	-6	-5
Cc1onc(-c2ccccc2)c1C(=O)Nc1ccc(-c2nnc3n2CCCCC3)cc1	-1	-1
CSc1n[nH]c(NCc2ccc(C)cc2)n1	-5	-1
O=C(NC(c1ccccc1)c1ccccc1)c1ccc(Br)o1	-10	3
COc1ccccc1N1CCN(C(c2cccs2)C(C)NC(=O)c2cccs2)CC1 (stereo unspecified)	3	5
CN1C(=O)N2CN(C3CCCCC3)CN3C(=O)N(C)C1C23 (stereo unspecified)	-8	-10
O=c1c(CN2CCN(c3cccc(Cl)c3)CC2)coc2c(Cl)cc(Cl)cc12	4	3
CCSC(SCC)[C@H](O)[C@@H](O)[C@H](O)[C@H](O)CO	3	3
O=C(NC1CCCCCC1)c1c(O)c2ccccc2[nH]c1=O	-2	-10
CCn1c(SCC(=O)N2CCC(C)CC2)nnc1-c1ccc(S(=O)(=O)N2CCN(C)CC2)cc1	2	11
CCCn1c2c(c(O)c(C(=O)Nc3ccc(OCC)cc3)c1=O)CCCC2	3	25
CS(=O)(=O)N(CC(=O)NC1CCCC1)Cc1ccc(Cl)cc1	-9	-2
O=C(C#Cc1ccccc1)c1cccc([N+](=O)[O-])c1	16	-16
CC(C)CNS(=O)(=O)c1ccc(CCC(=O)Nc2ccc3c(c2)OCO3)cc1	2	4
CCOC(=O)/C(C#N)=C/c1cc(C)n(-c2ccccc2)c1C	-8	9
O=C(COc1ccc2ccccc2c1)NCCNC(=O)COc1ccc2ccccc2c1	-5	-3
Cc1ccc(-c2nn(-c3ccccc3)cc2C2CC(c3cccs3)=NN2C(=O)CCC(=O)O)cc1 (stereo unspecified)	2	8
CCCC1CC(=O)OC1(C)C(=O)CSc1n[nH]c(-c2ccccc2)n1 (stereo unspecified)	10	6
N#Cc1c(NC(=O)CSc2ncn[nH]2)sc2c1CCCC2	-5	-5
CCN1CCN(C(=O)c2ccc(COc3ccc(Cl)cc3)o2)CC1	7	4
COc1cc(-c2noc(C3CCCN(S(=O)(=O)c4cccc(Cl)c4)C3)n2)cc(OC)c1OC (stereo unspecified)	1	-13
CC(=O)N1CCN(c2nnnn2-c2ccccc2)CC1	0	-1
OCC1(C2=NOC(O)(C(F)(F)F)C2)CCCCC1 (stereo unspecified)	6	22
Cc1ccccc1CNCc1cccnc1	25	-15
O=C(O)c1cccc(CSc2nnc(-c3ccco3)o2)c1	5	5
COC(=O)c1ccc(Nc2nc(C)cc(C)n2)cc1	-4	5
Cc1ccc(C)n1-c1sc2c(c1C#N)CCCC2	4	8
COc1ccc(NC(=O)C2CCN(C(=O)c3cccs3)CC2)c(OC)c1	-4	3
COC(=O)C1=C(C)N=C2SCCC(=O)N2C1c1cc(Br)ccc1OC (stereo unspecified)	-5	8
Cn1c(C(=O)NCc2ccccc2)cc2oc3ccccc3c21	2	4
CCC(=O)N1CCc2cc(S(=O)(=O)NC(Cc3ccccc3)C(=O)NC3CCCCC3C)ccc21 (stereo unspecified)	4	1
CCN(CC)S(=O)(=O)c1ccc(N2CCN(S(=O)(=O)c3ccccc3C#N)CC2)nc1	-3	2
CN(C)c1nc(N(C)C)nc(N(C)C)n1	9	3

Some of the entries so far, as labelled records.
O=c1onc(-c2cccs2)n1Cc1ccccc1
  FXIa inh: -6
  FXIIa single: 3

O=S(=O)(Nc1ccc2c(c1)nc1n2CCN(Cc2ccccc2)C1)c1ccccc1
  FXIa inh: -5
  FXIIa single: 8

CC1=C(CC/C(C)=N/NC(N)=S)C(C)(C)CCC1
  FXIa inh: -1
  FXIIa single: 1

CCC(C)n1c(=N)c(C#N)cc2c(=O)n3ccccc3nc21 (stereo unspecified)
  FXIa inh: -3
  FXIIa single: -16

Continued:
SMILES	FXIa inh	FXIIa single
N/C(=N\c1nc2ccccc2o1)NC(=O)c1ccccc1F	-1	3
COCCNC(=O)Nc1ccc2nc(C)sc2c1	2	-16
Cn1ncc([N+](=O)[O-])c1C(=O)Nc1nc2ccccc2n1CCN1CCCCC1	34	-10
C=CCn1c(SCc2c(Cl)cccc2Cl)nnc1-c1cccnc1	25	-16
Cc1ccc(-n2nc(C)cc2NC(=O)c2ccc(C)s2)cc1	-4	12
CC(C)Cn1c(C(C)NC(=O)Cc2ccccc2)nc2ccccc21 (stereo unspecified)	-14	-18
NC1=NS(=O)(=O)NC1c1ccc(Cl)cc1 (stereo unspecified)	-5	6
CCOC(=O)c1c(C)[nH]c(N=Nc2ccccc2)c1C	-2	6
Cc1ccc(C(=O)OCC(=O)Nc2ccccc2)cc1NC(=O)c1ccco1	5	6
COc1ccccc1NC(=O)c1ccc(-c2ccccc2F)o1	-2	11
CC(/C=C/c1ccc(C)o1)=C\C(=O)O	5	8
CC(=O)c1cccc(NC(=O)C2CCN(S(=O)(=O)c3ccccc3)CC2)c1	19	-13
COc1ccc(S(=O)(=O)CCC(=O)NCCc2ccc(C)cc2)cc1	10	4
COc1ccc(C2N=C(N)N=C(N)N2c2ccccc2OC)cc1OC (stereo unspecified)	-4	2
Cc1ccc(OC(C)C(=O)N2CCCc3ccccc32)cc1 (stereo unspecified)	-1	3
Cc1ccccc1S(=O)(=O)Cc1ccc(C(=O)NCc2cccs2)o1	-2	-3
COc1ccc(NC(=O)C2CCN(S(C)(=O)=O)CC2)cc1	-10	2
Cc1ccc(S(=O)(=O)N2CCN(C(=O)CN3CCCCC3)C2C(C)C)cc1 (stereo unspecified)	20	-16
Cc1nc2c(-c3ccc(F)cc3)c(C)nn2c(C)c1CCC(=O)N1CCC(Cc2ccccc2)CC1	-10	-30
COC(=O)CSc1nnc(CCc2nc3ccccc3[nH]2)n1C	1	6
Nc1c(C(=O)NCc2ccccc2)sc2nc3c(cc12)C(=O)CCC3	-7	8
CCOC(=O)c1c(C)sc2c1N(C(=O)CN1CCOCC1)c1cc(Cl)ccc1S2	0	-2

Profiles from above.
Cc1nc2c(-c3ccc(F)cc3)c(C)nn2c(C)c1CCC(=O)N1CCC(Cc2ccccc2)CC1 as listed: FXIa inh: -10; FXIIa single: -30
Nc1c(C(=O)NCc2ccccc2)sc2nc3c(cc12)C(=O)CCC3 as listed: FXIa inh: -7; FXIIa single: 8

This is a subset; the hit share may differ from the screen's.
